# Screening data from PubChem BioAssay.
# LGR2 antag: Drosophila LGR2 receptor signaling inhibition; HEK293 LGR2, CRE-luciferase, bursicon-stimulated, 4 h; inhibition, % at 9.99 µM; hit rate 0.35% among 380,000;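 active = drop in luminescence signal, shown as inhibition above about 50% in the replicate tests, limit read from the data, passing the limit was not always enough; inconclusive = probably only some replicates passing the limit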;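 also: agonist challenge used bursicon conditioned medium at about half maximal strength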
# Cneo AK release: causes C. neoformans cell lysis; adenylate kinase release luminescence, 4 h; normalised: neutral wells 0, clomiphene wells 100; lysis activity, % at 15 µM; hit rate 0.2% among 360,000; AID 651654;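 active = mean lysis activity across replicates of at least 80%, whatever share of replicates individually reach that level; inactive = mean lysis activity below 80%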
#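 Material: C. neoformans cells; Schedule: 4 h static compound exposure, 37 °C, read 1 h post-reagent; Measured by: adenylate kinase release luminescence; Read-out: signal increase indicating cell lysis; Controls: Clomiphene as positive lysis control.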
# Statin myotox sup: suppressors of simvastatin-induced myotoxicity in C2C12 myotubes; hit rate 0.78% among 330,000; ATP luminescence, 48 h; scaled: DMSO 0, geranylgeraniol control 100; rescue of ATP level, % at 7.49 µM; AID 602340;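 active = mean ATP rescue above about 67%, or every replicate alone reaching that limit, limit read from the data, passing the limit was not always enough; inconclusive = no clear call, values can overlap the other calls; inactive = mean under the limit and some replicate under it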;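 also: myotubes were challenged with 10 µM simvastatin during compound exposure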
# PGC1a acetyl inh: PGC1a acetylation modulation, inhibitor mode | U2OS PGC1a acetylation, AlphaScreen anti-acetyl-lysine; with virally co-expressed GCN5 acetyltransferase | inhibition, % at 15.6 µM | hit rate 0.17% among 350,000 | AID 651687;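 active = every replicate shows inhibition of at least 40%; inconclusive = mean inhibition at least 40% but some replicate below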;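 also: 0% = neutral control wells and 100% = positive control wells; some results beyond the cut were filed as inactive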
# PAX8 inh HTS: lowers PAX8-driven luciferase in RMG-I cells; AID 652154; hit rate 1.2% among 360,000; RMG-I TPO-luciferase reporter, SteadyGlo, 24 h; inhibition, % at 12.6 µM;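 active = mean replicate inhibition at least 60% with every replicate also reaching 60%; inconclusive = only one of the two criteria is met; inactive = mean below 60% and not all replicates reaching 60%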;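 also: luciferase light reporting Pax8 driven TPO promoter activity; plate controls were median of neutral control wells for no effect and mitoxantrone controls for full effect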
# PglD inh: inhibitors of Campylobacter jejuni PglD acetyltransferase. purified PglD enzyme, DTNB colorimetric CoA detection. inhibition, % at 12.5 µM. hit rate 0.098% among 360,000. AID 602405; in the data active = inhibition above about 16%, passing the limit was not always enough; inconclusive = no clear call, values can overlap the other calls; also: strong numbers were not always called active
# ARNT-TACC3 inh: disruptors of human ARNT/TACC3 interaction. hit rate 0.66% among 390,000. Q9Y6A5. inhibition, % at 9.99 µM. AlphaScreen His-ARNT PAS-B/GST-TACC3 binding, luminescence; TACC3 fragment carries E629A point mutation;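 active = mean inhibition of replicates at least 50% and at least half of replicates each reaching 50%; inconclusive = half or more replicates reach 50% but mean below 50%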;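 also: 0% = complete ARNT plus TACC3 wells and 100% = ARNT alone without TACC3; many hits fall short of the cut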
# GSIS activator: GLuc luminescence reporter in INS-1E cells, primary screen for activators of glucose-dependent secretion of insulin; hit rate 0.61% among 370,000; INS-1E GLuc reporter insulin secretion, 2-3 h; activation, % at 16.6 µM;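 active = lowest replicate activation of at least 40%, so every replicate reaches that level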;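 also: 0% = median of neutral control wells and 100% = median of IBMX positive control wells; some compounds called inactive have numbers as strong as hits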
# Active calls of the source: *; ? = inconclusive; . = not tested or not shown; & = joins results of further samples. Random draw from the library; 2.9% or so of the library scored in one or more.
SMILES	LGR2 antag	Cneo AK release	Statin myotox sup	PGC1a acetyl inh	PAX8 inh HTS	PglD inh	ARNT-TACC3 inh	GSIS activator
CCCCN(Cc1nc2ccccc2c(=O)[nH]1)C(=O)COc1ccc(F)cc1Cl	-2	0	-26	6	9	8	-3	.
CCOC(=O)[C@@H]1[C@H]2COc3ccccc3[C@@H]2N2C(=O)N(c3ccc(C(F)(F)F)cc3)C(=O)[C@@]12C	-8	2	6	1	14	-5	-1	-21
CC1=C(C#N)C(c2cn(-c3ccccc3)nc2-c2cccs2)C(C#N)=C(C)N1	.	-1	10	-10	.	-6	.	.
Cc1cccc(NC(=O)CCc2nc3sc4c(c3c(=O)[nH]2)CCCC4)n1	-1	-1	15	0	1	-10	14	-5
CCCN(C)C[C@H]1OCCCC[C@@H](C)Oc2ccc(NC(=O)NC(C)C)cc2C(=O)N([C@@H](C)CO)C[C@H]1C	4	92*	.	-1	-9	3	6	27
CCn1cc(C2C(C(=O)Nc3cc(C)ccn3)=C(C)NC3=C2C(=O)CC(C)(C)C3)c(C)n1 (stereo unspecified)	23	.	.	.	3	.	-5	-19
C[C@@H]1CCCCO[C@H](CN(C)Cc2ccc(C(=O)O)cc2)[C@@H](C)CN([C@H](C)CO)C(=O)c2cc(NC(=O)Nc3ccc(C(F)(F)F)cc3)ccc2O1	-16	-1	.	-1	-14	-1	13	8
Cc1cc(C)c(OCC(=O)NCC2COc3ccccc3O2)c(C)c1 (stereo unspecified)	-13	2	-1	.	-12	2	1	-15
O=C(NCc1ccccc1)c1cc(C2COCCN2C(=O)c2ccc(Cl)cc2)on1 (stereo unspecified)	14	0	7	-2	-1	-5	.	-20
O=S(=O)(c1ccccc1F)N1CCCCN2[C@@H](CO)[C@@H](c3ccc(-c4cncnc4)cc3)[C@@H]2C1	0	-1	22	-1	5	-4	1	-14
CCN(C(=O)COC(=O)c1cc(-c2cccs2)nc2ccccc12)C1CCS(=O)(=O)C1 (stereo unspecified)	-12	.	.	4	-1	.	-14	7
Fc1ccc(N/N=C/c2cccnc2)c(F)c1	-37	.	.	.	-82	.	-17	12
CSCCC(NC(=O)c1ccc(Cl)cc1Cl)C(=O)NCc1ccncc1 (stereo unspecified)	5	.	.	-2	6	.	-5	-6
Cc1ccc(C)c(NC(=O)CN(C)C(=O)c2cccc(N3C(=O)CCC3=O)c2)c1	-6	0	-2	4	-2	0	-7	17
CC(/C=N/NC(=O)c1nnn(-c2nonc2N)c1CN1CCCCC1)c1ccccc1 (stereo unspecified)	10	0	-7	0	-4	3	.	-11
CC(=O)Nc1cncc(-c2ccccc2C(C)=O)n1	3	-1	-3	.	-6	5	.	13
O=C(CSc1nnnn1-c1ccccc1)N1CCc2ccccc21	-5	0	1	-4	.	-2	-1	1
COc1ccc(CCNC(=O)CCCc2ccccc2)cc1	-7	-2	11	.	9	4	-10	-3
COc1ccc(/C(O)=C2\C(=O)C(=O)N(c3cc(C)on3)C2c2cccc(OC)c2OC)cc1C (stereo unspecified)	.	3	8	-10	.	5	-7	.
CC(=O)NCc1nnc2c3ccccc3c(-c3ccccc3)nn12	1	-3	.	.	12	1	13	15
CCn1c(Cc2ccccc2)nnc1SCC(=O)c1cccc([N+](=O)[O-])c1	.	-2	5	.	.	-7	-38	.
CCCc1nn2c(-c3ccccc3)nnc2o1	.	0	-11	2	32	3	.	.
COC(=O)c1cc2c(C)cc3ccc(C)cn3c-2c1C(=O)OC	.	-1	-4	-1	.	-2	11	.
CC(C)NC(=O)N(C)C[C@H]1OCCCC[C@@H](C)Oc2ccc(NC(=O)c3ccccc3)cc2C(=O)N([C@H](C)CO)C[C@H]1C	-10	-1	.	-10	-22	-1	7	7
Cc1cccc(NC(=S)Nc2c(C)n(C)n(-c3ccccc3)c2=O)c1C	7	.	.	.	-24	.	-15	4
C[C@H](NC(=O)CCC1CCC(=O)N1)c1ccccc1 (stereo partly specified)	15	1	-8	.	-9	3	-3	-3
COc1ccc(NC(=O)COc2ccc(C(=O)c3ccc(F)cc3)cc2)cc1S(N)(=O)=O	7	0	-6	1	9	-2	-2	8
N#Cc1c(NC(=O)CSc2nnc(-c3ccccc3O)n2-c2ccccc2)sc2c1CCCC2	4	-1	1	0	.	-6	-5	-37
Cc1ccn2cc(-c3ccc(NC(=O)c4ccco4)cc3)nc2c1	-44	-1	-40	.	-65	-4	4	-5
CC(C)N1CCN(Cc2ccc(OC3CCCC3)cc2)CC1CCO (stereo unspecified)	-5	0	-2	-3	20	-2	-3	0
O=C(CCS(=O)(=O)c1cccs1)Nc1ccc(C(=O)NCc2cccs2)cc1	-5	8	-7	-26	.	3	.	-14
CCc1ccc(NC(=S)/N=C(\N)Nc2nc(C)c3cc(CC)ccc3n2)cc1	-18	.	.	-22	13	.	0	-7
CN(C(=O)CSc1cccc[n+]1[O-])c1ccccc1	2	-3	3	2	2	-4	1	-1
O=C(Cc1cccc2ccccc12)NCC(=O)Nc1ccccc1F	5	-2	-6	2	19	4	-2	14
CCc1noc(C)c1C(=O)N1CCCSC1=Nc1ccccc1C(C)C	8	-1	0	.	14	3	-4	-28
Cc1cc(C)nc(SCC(=O)OCC(=O)N(C)c2c(N)n(Cc3ccccc3)c(=O)[nH]c2=O)n1	-21	31	3	.	17	-4	22	20
C[C@@H]1CN([C@@H](C)CO)C(=O)Cc2cc(NS(=O)(=O)c3ccccc3)ccc2O[C@H]1CN(C)CC1CCCCC1	-7	33	-5	.	24	0	25	-12
CC(C)(C)c1ccc(OCCC(=O)OCC(=O)Nc2cccnc2Cl)cc1	18	1	0	.	-19	3	-3	1
C[C@@H]1CCCCO[C@H](CN(C)Cc2ccc(C(F)(F)F)cc2)[C@@H](C)CN([C@@H](C)CO)C(=O)c2cc(NC(=O)Nc3ccc4c(c3)OCO4)ccc2O1	19	-5	.	-11	65*	5	4	-17
C=CCOC(=O)/C(=C/c1cccc2ccccc12)NC(=O)c1ccccc1	-55	4	.	0	58	1	-12	-5
C[C@@H]1CCCCO[C@H](CN(C)C(=O)Nc2ccccc2)[C@@H](C)CN([C@@H](C)CO)C(=O)c2cc(NS(C)(=O)=O)ccc2O1	-21	-2	.	-3	10	-2	0	-1
C[C@H](CO)N1C[C@H](C)[C@H](CN(C)S(=O)(=O)c2ccc(F)cc2)OCc2ccccc2-c2c(n(C)c3ccccc23)C1=O	26	0	-5	6	.	-3	13	2
CC(C)NC(=O)N(C)C[C@H]1Oc2c(NC(=O)C3CCCCC3)cccc2C(=O)N([C@H](C)CO)C[C@@H]1C	5&7	1&-2	34&-2	-25	4&11	-5&-2	19&3	3&-1
COc1ccc2cc(C(C)C(=O)Nc3cccc(S(=O)(=O)N(C)C)c3)ccc2c1 (stereo unspecified)	10	-4	7	-23	9	5	-2	13
Cc1nn(C)cc1NC(=O)C[C@H]1CC[C@@H]2[C@H](COc3ccc(NC(=O)c4cccc(F)c4)cc3C(=O)N2C)O1	-21	5	20	3	-8	2	-5	2
O=C(CCNC(=O)C1CCN(S(=O)(=O)c2ccccc2)CC1)NCc1ccc(Cl)cc1	7	-1	0	0	15	-2	1	3
CCOC(=O)C1CCN(C(=O)Cn2ncc3c([nH]c4ccccc43)c2=O)CC1	7	0	9	-15	0	-2	-2	-8
O=c1c2c(nc3nc[nH]n13)CCC2	.	-2	3	19	.	-1	0	.
CCCN(C)C[C@H]1Oc2ncc(C#Cc3ccc(OC)cc3)cc2C(=O)N([C@@H](C)CO)C[C@H]1C	-25	54	16	-5	.	2	1	16
CC(C)[C@@H](C(=O)N1CCNCC1)n1cc(CCO)nn1	1	0	3	.	-12	-2	-3	4
CC(C)C(=O)Nc1nnc(CCN2CCOCC2)s1	.	0	-5	-1	.	-3	.	.
CCCC[C@@H]1C=C(C(=O)O)[C@H](c2ccc(CC)cc2)N1S(=O)(=O)c1ccc(C)cc1	7	0	13	-5	10	5	-2	-8
COC(=O)c1cn(NC(=O)C2CCC(C(C)(C)C)CC2)c(=O)c2ccccc12 (stereo unspecified)	.	1	3	-2	.	4	13	.
CCOc1ccc(S(=O)(=O)N(C)CC(=O)NCCN2CCOCC2)cc1	0	.	0	.	-13	.	0	1
C/C(CC(=O)Nc1cccnc1)=N\NC(=O)c1ccc([N+](=O)[O-])c(Cl)c1	-17	.	.	.	2	.	8	-4
O=S(=O)(Nc1cccc(Cl)c1)c1ccc2oc(=S)[nH]c2c1	20	.	.	6	8	.	-1	4
COc1c(OC)c(O)c2c(=O)cc(-c3c(O)cccc3O)oc2c1OC	9	-4	-8	-7	.	-5	7	-10
O=S(=O)(Nc1ccc2c(c1)nc1n2CCOC1)c1ccc(Cl)cc1	.	4	17	-15	6	2	-3	.
COc1ccc(CSc2nc(C)[nH]c2[N+](=O)[O-])cc1[N+](=O)[O-]	-3	-1	5	12	-1	4	.	9
C=CCn1c(C)cc(C(=O)Cn2ncc(Cl)c(Cl)c2=O)c1C	.	-5	.	?	30	-5	-3	.

# (list continues)
SMILES	LGR2 antag	Cneo AK release	Statin myotox sup	PGC1a acetyl inh	PAX8 inh HTS	PglD inh	ARNT-TACC3 inh	GSIS activator
CC(C)NC(=O)C(Sc1ccccc1)c1ccccc1 (stereo unspecified)	.	-1	8	11	.	-3	17	.
COc1ccc(-c2csc3ncnc(N4CCN(S(=O)(=O)c5ccc(C)c(C)c5)CC4)c23)cc1	11	2	29	-24	7	0	-3	5
C[C@H]1CN([C@@H](C)CO)C(=O)c2cc(N(C)C)ccc2O[C@H]1CN(C)Cc1ccncc1	-18	0	-12	8	2	3	-3	9
COc1nnc(-c2ccc(C)c(S(=O)(=O)NCC3CCCO3)c2)c2ccccc12 (stereo unspecified)	-1	0	17	-17	18	4	16	-2
CCCN(C)C[C@@H]1OCCCC[C@H](C)Oc2ccc(NC(=O)c3ccccc3)cc2C(=O)N([C@@H](C)CO)C[C@@H]1C	5	11	9	4	20	0	-4	-11
COc1cccc(CNC(=O)CN(C)S(=O)(=O)c2ccc(Br)s2)c1	-9	-1	14	12	12	2	-4	-8
COc1ccc(S(=O)(=O)Nc2ccc3c(c2)C(=O)N([C@@H](C)CO)C[C@H](C)[C@H](CN(C)Cc2ccncc2)OCCCC[C@@H](C)O3)cc1	-14	-2	.	5	-4	2	2	-9
CCCc1cc(C(=O)N2CCN(S(=O)(=O)c3ccc(OC)c(OC)c3)CC2)cs1	.	0	.	3	.	-5	-4	.
CC(=O)N1[C@H](C(=O)N(C)C)[C@@H](CO)[C@@H]2Cn3c(ccc(-c4ccccc4F)c3=O)[C@@H]21	15	-4	10	.	.	-1	-8	13
O=C(CCc1nnc(CCCCc2ccccc2)o1)N1CCN(CCO)CC1	-4	0	.	4	6	-1	10	0
COc1ccc(Cl)cc1C(=O)Nc1ccc2nc3n(c(=O)c2c1)CCCC3	-6	-1	-18	-1	-17	-2	3	9
C[C@@H]1CCCCO[C@@H](CN(C)S(=O)(=O)c2cn(C)cn2)[C@@H](C)CN([C@@H](C)CO)C(=O)c2cc(N(C)C)ccc2O1	-3	4	-10	6	-27	0	.	-9
